Compound activity deposited in PubChem by several laboratories.
aDG glyco up: increases alpha dystroglycan glycosylation | Pro5-aDG cells, alpha-DG glycosylation AlphaScreen (IIH6); 0% Pro5, 100% B10-LARGE cell signal | activation, % at 10 µM | 360,000 compounds, 0.22% hits | AID 624168;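 active means activation of at least 8% versus controls, or a plate z-score of at least 8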;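 further: Pro5 are CHO cells carrying HIG-tagged alpha-DG that lacks glycosylation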
ABHD5 PLIN5 PPI: ABHD5-PLIN5 protein interaction inhibition. 360,000 compounds, 0.78% hits. AID 602281. inhibition, % at 4 µM. Q00G26+Q8WTS1. Split G. princeps luciferase complementation, luminescence, 4 h;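 active means inhibition above the mean inhibition across every tested compound plus 3 SD, cut at about 22% in these data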;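 further: 0% = DMSO only wells and the 100% control is not disclosed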
MC4R barr agon: agonists of human melanocortin 4 receptor (MC4R) beta-arrestin; U2OS MC4R beta-arrestin complementation, luminescence; percent of melanotan II response, DMSO zero; activation, % at 8.9 µM; 360,000 compounds, 0.98% hits; AID 540308;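 active means activation above a per-plate cutoff, the mean activation of sample wells on that plate plus 3 SD, cut at about 8% in these data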
Target sequence (P32245 whole entry, looked up): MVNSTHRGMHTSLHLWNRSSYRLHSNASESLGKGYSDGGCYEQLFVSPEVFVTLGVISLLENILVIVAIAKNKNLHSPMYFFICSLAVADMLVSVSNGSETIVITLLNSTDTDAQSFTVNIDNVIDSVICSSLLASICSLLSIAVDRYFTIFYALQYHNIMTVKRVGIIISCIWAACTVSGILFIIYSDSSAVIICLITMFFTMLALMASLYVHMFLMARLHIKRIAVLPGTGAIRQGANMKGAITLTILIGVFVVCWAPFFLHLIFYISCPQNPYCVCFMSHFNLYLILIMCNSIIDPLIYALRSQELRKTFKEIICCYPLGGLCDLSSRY
iPSC survival up: hiPSC single-cell survival enhancement; ATPlite luminescence; 100% = ROCK inhibitor wells, 0% = DMSO; survival enhancement, % at 20 µM; 360,000 compounds, 0.044% hits; AID 602274; in the data active means survival enhancement above about 18%;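 further: cells exposed to compounds for 16 hours before the ATP read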
Exocytosis inh: lytic granule exocytosis inhibition. inhibition, % at 10 µM. TALL-104 LAMP-1 surface exposure, flow cytometry; cells stimulated with thapsigargin and PMA. 360,000 compounds, 0.66% hits;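 active means inhibition above about 55%, limit read from the data; inconclusive means no clear call, values can overlap the other calls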
N-glyco inh: blocks N-linked glycosylation in D54 reporter cells | D54 ERlucT glycosylation luciferase reporter, 24 h; percent of 100 nM tunicamycin response | reporter increase, % at 12.5 µM | 360,000 compounds, 0.23% hits | AID 588692;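 active means mean luciferase reporter signal, scaled so untreated is 0 and the glycosylation-blocking control 100, at or above a set limit in every replicate; inconclusive means mean reaches the limit but not every replicate does; inactive means mean below the limit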;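 further: luciferase carries N-glycosylation sites so blocking glycosylation raises the light; 0% = median of neutral control wells and 100% = median of 100 nM tunicamycin wells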
ABCB6 inh MLPCN: blocks the human ABCB6 transporter | AID 602162 | 360,000 compounds, 0.19% hits | K562-ABCB6 porphyrin accumulation, flow cytometry, 1 h; hits give low values | fluorescence ratio to DMSO, % at 10 µM | Q9NP58;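 active means fluorescence ratio to DMSO below 75%, the collection mean minus 3 SD; inconclusive means too few cells collected in the well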;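 further: signal is porphyrin accumulated inside mitochondria; 100% equals median channel fluorescence of DMSO control wells; lower ratio means ABCB6 inhibition with less porphyrin fluorescence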
Cardio protect: myocardial damage modulation in H9c2 cells; H9c2 cardiomyocytes, H2O2 injury protection, ATPLite, 2 h; protection from H2O2 cell death, % at 20 µM; 360,000 compounds, 0.63% hits;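 active means compounds giving at least 50% protection of heart cells from peroxide-induced death in the single-dose screen, raw or plate-pattern-corrected value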;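 further: 0% = DMSO wells with peroxide and 100% = DMSO wells without peroxide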
MC4R antag cAMP: human MC4R antagonism in cAMP assay; inhibition, % at 6.5 µM; MC4R-expressing cells, MTII-stimulated cAMP, LANCE TR-FRET; P32245; AID 540295; 360,000 compounds, 0.48% hits;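 active means inhibition above its plate's cutoff, the mean of tested wells on that plate plus 3 SD, cut at about 29% in these data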;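 further: 0% = Melanotan II alone and 100% = Melanotan II plus saturating MCL0020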
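System – human MC4R-expressing U2OS cells · Also added – Melanotan II · Dosing – one concentration, 6.5 µM nominal · Timing – 30-min compound, 1-h challenge, 1-h detection, room temperature · Measured by – Eu-cAMP/anti-cAMP TR-FRET, emission 671 nm · Replicates – singlicate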
m5-HT2A agonist: activates the mouse 5-HT2A serotonin receptor | P35363 | CHO-K1 mHTR2A beta-arrestin complementation, luminescence; percent of 30 µM serotonin response | activation, % at 7.6 µM | 360,000 compounds, 0.66% hits | AID 624169;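 active means activation above a run cutoff, the mean activation of all tested compounds plus 3 SD, cut at about 14% in these data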;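 further: 0% = plate median of compound wells and 100% = 30 µM serotonin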
Target sequence (P35363 whole entry, looked up): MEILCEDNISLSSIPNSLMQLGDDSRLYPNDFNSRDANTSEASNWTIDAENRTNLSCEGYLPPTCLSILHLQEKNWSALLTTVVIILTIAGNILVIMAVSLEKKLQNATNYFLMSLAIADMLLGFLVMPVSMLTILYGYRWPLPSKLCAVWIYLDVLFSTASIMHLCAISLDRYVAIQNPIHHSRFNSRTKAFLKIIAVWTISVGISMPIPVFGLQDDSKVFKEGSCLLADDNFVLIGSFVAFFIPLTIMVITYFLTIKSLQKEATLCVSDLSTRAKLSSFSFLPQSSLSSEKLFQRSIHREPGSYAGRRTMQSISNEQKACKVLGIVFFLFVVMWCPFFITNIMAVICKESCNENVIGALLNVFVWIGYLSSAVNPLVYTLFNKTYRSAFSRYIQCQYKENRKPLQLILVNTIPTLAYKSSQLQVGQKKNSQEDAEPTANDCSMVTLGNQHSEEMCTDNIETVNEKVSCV
* hit, by the source's call.

Results for CC(=O)Nc1cccc(NC(=O)C(=O)c2cn(CC(=O)N3CCCCC3)c3ccccc23)c1 ?
aDG glyco up: 0.4; ABHD5 PLIN5 PPI: 0.2; MC4R barr agon: -0.3; iPSC survival up: -0.5; Exocytosis inh: -0.3; N-glyco inh: -1.2; ABCB6 inh MLPCN: 99.0; Cardio protect: -5.9; MC4R antag cAMP: 15.2; m5-HT2A agonist: -2.6

Results for O=C(O)C1OC(C(=O)O)C(C(=O)O)C1C(=O)O (stereo unspecified) ?
aDG glyco up: 0.0; ABHD5 PLIN5 PPI: 6.0; MC4R barr agon: 1.4; iPSC survival up: 1.1; Exocytosis inh: -2.2; N-glyco inh: 0.3; ABCB6 inh MLPCN: 101.0; Cardio protect: 1.3; MC4R antag cAMP: 5.6; m5-HT2A agonist: 6.1

How did Cc1ccccc1CN1CCN(Cc2ccc3cccc(F)c3n2)CC1CCO (stereo unspecified) do in these assays?
aDG glyco up: -0.1; ABHD5 PLIN5 PPI: 5.1; MC4R barr agon: -1.2; iPSC survival up: 0.8; Exocytosis inh: 5.2; N-glyco inh: 2.5; ABCB6 inh MLPCN: 96.0; Cardio protect: 7.0; MC4R antag cAMP: 3.8; m5-HT2A agonist: 0.0

What do the screens show for `CCCc1nc2sc3ccccc3c(=O)c2c(=O)n1Cc1ccccc1`?
aDG glyco up: -0.2; ABHD5 PLIN5 PPI: -9.9; MC4R barr agon: -0.4; iPSC survival up: -0.6; Exocytosis inh: -5.6; N-glyco inh: -0.4; ABCB6 inh MLPCN: 104.0; Cardio protect: -4.1; MC4R antag cAMP: 1.1; m5-HT2A agonist: -0.7

How did CCCc1[nH]n(-c2ccc(F)cc2)c(=O)c1C=Nc1ccc(C)cc1 do in these assays?
aDG glyco up: -0.2; ABHD5 PLIN5 PPI: -4.5; MC4R barr agon: 1.3; iPSC survival up: 1.1; Exocytosis inh: -5.1; N-glyco inh: 0.5; ABCB6 inh MLPCN: 96.0; Cardio protect: -0.2; MC4R antag cAMP: 3.6; m5-HT2A agonist: -0.1

What do the screens show for `O=c1[nH]c(N2CCN(c3ccccc3)CC2)nc2c1CCC2`?
aDG glyco up: 0.2; ABHD5 PLIN5 PPI: 0.5; MC4R barr agon: -0.3; iPSC survival up: 0.4; Exocytosis inh: -2.8; N-glyco inh: -2.2; ABCB6 inh MLPCN: 101.0; Cardio protect: 50.7*; MC4R antag cAMP: 9.9; m5-HT2A agonist: -1.9

Results for O=C(Cn1cnc2c(OCc3ccccc3)ncnc21)NCCCc1ccccc1 ?
aDG glyco up: 0.0; ABHD5 PLIN5 PPI: -1.2; MC4R barr agon: -1.2; iPSC survival up: 0.1; Exocytosis inh: 4.3; N-glyco inh: 0.6; ABCB6 inh MLPCN: 95.0; Cardio protect: 1.3; MC4R antag cAMP: 9.5; m5-HT2A agonist: 3.4

What do the screens show for `CCN(C(=O)COC(=O)CC(C)c1ccccc1)c1c(N)n(Cc2ccccc2)c(=O)[nH]c1=O` (stereo unspecified)?
aDG glyco up: 0.4; ABHD5 PLIN5 PPI: -0.4; MC4R barr agon: 0.3; iPSC survival up: -1.9; Exocytosis inh: -3.1; N-glyco inh: -0.5; ABCB6 inh MLPCN: 99.0; Cardio protect: 11.2; MC4R antag cAMP: 1.6; m5-HT2A agonist: 5.8

What do the screens show for `Cn1cnc2nc[nH]c2c1=S`?
aDG glyco up: -0.1; ABHD5 PLIN5 PPI: 4.8; MC4R barr agon: -0.1; iPSC survival up: 0.7; Exocytosis inh: -0.9; N-glyco inh: 1.6; ABCB6 inh MLPCN: 92.0; Cardio protect: -1.5; MC4R antag cAMP: 1.2; m5-HT2A agonist: -2.5

How did CC(/C=C/c1ccccc1)=N\NC(=O)c1ccc2c(c1)OCCO2 do in these assays?
aDG glyco up: 0.0; ABHD5 PLIN5 PPI: -4.8; MC4R barr agon: -0.4; iPSC survival up: 0.2; Exocytosis inh: inconclusive; N-glyco inh: 1.1; ABCB6 inh MLPCN: 95.0; Cardio protect: 10.8; MC4R antag cAMP: -5.2; m5-HT2A agonist: -5.6

What do the screens show for `Cc1ccccc1-n1c(SCC(=O)N/N=C/C=C/c2ccccc2[N+](=O)[O-])nc2ccccc2c1=O`?
aDG glyco up: 0.2; ABHD5 PLIN5 PPI: 2.2; MC4R barr agon: -1.8; iPSC survival up: -1.0; Exocytosis inh: -3.9; N-glyco inh: -5.9; ABCB6 inh MLPCN: 91.0; Cardio protect: -3.9; MC4R antag cAMP: 5.7; m5-HT2A agonist: -1.2

How did O=C(Cn1c(-c2ccccc2)noc1=O)NCc1ccccc1 do in these assays?
aDG glyco up: 0.2; ABHD5 PLIN5 PPI: -1.7; MC4R barr agon: -2.2; iPSC survival up: -3.1; Exocytosis inh: 1.1; N-glyco inh: -0.2; ABCB6 inh MLPCN: 98.0; Cardio protect: 0.4; MC4R antag cAMP: -3.6; m5-HT2A agonist: 0.6

Results for CCOC(=O)N(C)c1c(CC)nc2c(OCc3ccccc3OC)cccn12 ?
aDG glyco up: 0.7; ABHD5 PLIN5 PPI: -1.4; MC4R barr agon: -0.7; iPSC survival up: -1.4; Exocytosis inh: 9.1; N-glyco inh: -1.8; ABCB6 inh MLPCN: 99.0; Cardio protect: -0.6; MC4R antag cAMP: -0.7; m5-HT2A agonist: 0.7

What do the screens show for `CSc1ccccc1OCc1cc(C(=O)N2CCSCC2)no1`?
aDG glyco up: 0.1; ABHD5 PLIN5 PPI: -7.6; MC4R barr agon: -0.7; iPSC survival up: -0.6; Exocytosis inh: -6.7; N-glyco inh: -1.9; ABCB6 inh MLPCN: 87.0; Cardio protect: -0.1; MC4R antag cAMP: -1.6; m5-HT2A agonist: -2.6

Results for CN(C)C=NC(=O)c1[nH]c2ccc(Cl)cc2c1-c1ccccc1 ?
aDG glyco up: -0.1; ABHD5 PLIN5 PPI: -3.3; MC4R barr agon: 1.3; iPSC survival up: -0.6; Exocytosis inh: -13.4; N-glyco inh: 0.1; ABCB6 inh MLPCN: 101.0; Cardio protect: -2.5; MC4R antag cAMP: 12.7; m5-HT2A agonist: -5.5

Results for Cc1cnc(C(=O)OCC(=O)Nc2cccc(C)c2C)cn1 ?
aDG glyco up: -0.2; ABHD5 PLIN5 PPI: 5.3; MC4R barr agon: 0.2; iPSC survival up: -0.3; Exocytosis inh: -2.6; N-glyco inh: 0.5; ABCB6 inh MLPCN: 102.0; Cardio protect: -1.2; MC4R antag cAMP: 11.5; m5-HT2A agonist: 7.7

What do the screens show for `O=C(Nc1ccnn1C1CCN(C/C=C/c2ccccc2)CC1)c1ccccc1`?
aDG glyco up: 0.7; ABHD5 PLIN5 PPI: 9.4; MC4R barr agon: -1.9; iPSC survival up: -0.3; Exocytosis inh: -1.2; N-glyco inh: -1.6; ABCB6 inh MLPCN: 95.0; Cardio protect: 1.5; MC4R antag cAMP: 7.3; m5-HT2A agonist: 1.6

How did Cc1cccc(N=C2NC(=O)/C(=C/c3cccn3C)S2)c1 do in these assays?
aDG glyco up: 0.0; ABHD5 PLIN5 PPI: 3.4; MC4R barr agon: -0.5; iPSC survival up: 0.2; Exocytosis inh: -4.1; N-glyco inh: 0.4; ABCB6 inh MLPCN: 95.0; Cardio protect: 8.3; MC4R antag cAMP: -1.6; m5-HT2A agonist: -3.9

What do the screens show for `COc1ccc(N2CCN(CC(=O)Nc3nc4c(s3)CC(C)CC4)CC2)cc1` (stereo unspecified)?
aDG glyco up: -0.1; ABHD5 PLIN5 PPI: -5.3; MC4R barr agon: -2.1; iPSC survival up: 1.3; Exocytosis inh: 0.0; N-glyco inh: -0.5; ABCB6 inh MLPCN: 102.0; Cardio protect: -6.9; MC4R antag cAMP: 1.0; m5-HT2A agonist: 11.1

Results for CC(C)N(C)c1ncnc2c1ncn2[C@H]1CN(C2CCCC2)C[C@@H](CO)O1 ?
aDG glyco up: 0.2; ABHD5 PLIN5 PPI: -2.1; MC4R barr agon: -0.4; iPSC survival up: 0.5; Exocytosis inh: 4.7; N-glyco inh: 1.4; ABCB6 inh MLPCN: 98.0; Cardio protect: 3.2; MC4R antag cAMP: 0.9; m5-HT2A agonist: 4.0

What do the screens show for `O/N=C/c1cccnc1Sc1ccccc1`?
aDG glyco up: 0.2; ABHD5 PLIN5 PPI: -1.4; MC4R barr agon: -1.6; iPSC survival up: -1.2; Exocytosis inh: -1.3; N-glyco inh: 0.9; ABCB6 inh MLPCN: 95.0; Cardio protect: -1.0; MC4R antag cAMP: -3.8; m5-HT2A agonist: 3.5

Results for COc1cc(OC)nc(/N=C/N(C)C)n1 ?
aDG glyco up: -0.2; ABHD5 PLIN5 PPI: -4.2; MC4R barr agon: -2.4; iPSC survival up: 0.3; Exocytosis inh: 2.3; N-glyco inh: 1.8; ABCB6 inh MLPCN: 93.0; Cardio protect: 27.2; MC4R antag cAMP: 5.5; m5-HT2A agonist: 1.3

How did O=c1cc(CO)oc(C(Nc2cccc(C(F)(F)F)c2)c2ccccn2)c1O (stereo unspecified) do in these assays?
aDG glyco up: 0.6; ABHD5 PLIN5 PPI: 3.6; MC4R barr agon: -0.5; iPSC survival up: 3.0; Exocytosis inh: 1.7; N-glyco inh: 0.3; ABCB6 inh MLPCN: 94.0; Cardio protect: 7.9; MC4R antag cAMP: 3.3; m5-HT2A agonist: -1.3

Results for Cc1ccc(S(=O)(=O)N(C)c2cc(S(=O)(=O)Nc3ccncc3)c(C)cc2C)cc1 ?
aDG glyco up: 0.1; ABHD5 PLIN5 PPI: 1.7; MC4R barr agon: -1.4; iPSC survival up: -0.7; Exocytosis inh: -0.5; N-glyco inh: -0.6; ABCB6 inh MLPCN: 99.0; Cardio protect: 5.7; MC4R antag cAMP: 6.4; m5-HT2A agonist: 1.3

What do the screens show for `Cc1ccc(NC(=O)COC(=O)/C=C/c2cccs2)cc1`?
aDG glyco up: -0.1; ABHD5 PLIN5 PPI: 3.8; MC4R barr agon: -0.4; iPSC survival up: 6.0; Exocytosis inh: 0.5; N-glyco inh: 1.4; ABCB6 inh MLPCN: 95.0; Cardio protect: -4.9; MC4R antag cAMP: 3.5; m5-HT2A agonist: 1.9

How did O=C(Nc1ccc(N2CCOCC2)c(Cl)c1)c1ccc(-n2cnnc2)cc1Cl do in these assays?
aDG glyco up: -0.2; ABHD5 PLIN5 PPI: -7.5; MC4R barr agon: 1.4; iPSC survival up: -0.2; Exocytosis inh: -1.3; N-glyco inh: -1.5; ABCB6 inh MLPCN: 97.0; Cardio protect: -2.2; MC4R antag cAMP: 16.8; m5-HT2A agonist: 6.0

How did NC(=O)C1CCN(C(=O)c2ccc(NS(=O)(=O)c3ccc(F)c(F)c3)cc2)CC1 do in these assays?
aDG glyco up: 0.1; ABHD5 PLIN5 PPI: -4.7; MC4R barr agon: -0.6; iPSC survival up: 0.3; Exocytosis inh: -0.3; N-glyco inh: 1.1; ABCB6 inh MLPCN: 105.0; Cardio protect: 4.7; MC4R antag cAMP: -0.4; m5-HT2A agonist: 5.3
